WRN inhibitor: WRN helicase (human) inhibition. Q14191. WRN helicase unwinding, fluorescent forked duplex, kinetic. Potency, µM (series often up to 114 µM), without a hit: at the highest dose activity change, negative = inhibition, hits mostly inhibitors. 0.46% of 360,000 active. AID 651768; note: potency is the fitted concentration of half-maximal effect; % is set by controls: 0 for no effect and ±100 for the full control effect; nearly all actives have a fitted effect of over 55% in size
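Kinetic red-fluorescence monitoring (525/598 nm) tracks WRN helicase activity after 100 nM fluorophore-quencher forked duplex and 2 mM ATP are added to 20 nM enzyme pretreated 15 min at room temperature with compound.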
IL2 activator: IL-2 activation; IL-2 activation reporter assay, cell-based qHTS; stimulated with anti-CD3/CD4/CD28 beads; in transgenic mouse T cells; activation, % (series mostly up to about 46 µM); 0.065% of 360,000 active; AID 652025; in the data active = activation above about 50%; inconclusive = mostly about 30% to 49%; note: 0% is about no effect
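Using fluorescent plate cytometry, EGFP and DsRed are detected in transgenic mouse T cells stimulated 18 h at 37 degrees C with antibody-coated beads after 60 min compound pretreatment.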
EPAC1 agonist: agonists of human EPAC1; EPAC1 agonist qHTS, biochemical assay; response scale: 100% = response to 6.5 mM cAMP; 0.073% of 360,000 active; Potency, µM (titrated, usually from 154 µM), for inactives: at the top dose activation, hits mostly activators; AID 720707; note: potency is the fitted concentration of half-maximal effect; nearly all actives have a fitted effect of over 60% in size
Target sequence (O95398 whole entry, looked up): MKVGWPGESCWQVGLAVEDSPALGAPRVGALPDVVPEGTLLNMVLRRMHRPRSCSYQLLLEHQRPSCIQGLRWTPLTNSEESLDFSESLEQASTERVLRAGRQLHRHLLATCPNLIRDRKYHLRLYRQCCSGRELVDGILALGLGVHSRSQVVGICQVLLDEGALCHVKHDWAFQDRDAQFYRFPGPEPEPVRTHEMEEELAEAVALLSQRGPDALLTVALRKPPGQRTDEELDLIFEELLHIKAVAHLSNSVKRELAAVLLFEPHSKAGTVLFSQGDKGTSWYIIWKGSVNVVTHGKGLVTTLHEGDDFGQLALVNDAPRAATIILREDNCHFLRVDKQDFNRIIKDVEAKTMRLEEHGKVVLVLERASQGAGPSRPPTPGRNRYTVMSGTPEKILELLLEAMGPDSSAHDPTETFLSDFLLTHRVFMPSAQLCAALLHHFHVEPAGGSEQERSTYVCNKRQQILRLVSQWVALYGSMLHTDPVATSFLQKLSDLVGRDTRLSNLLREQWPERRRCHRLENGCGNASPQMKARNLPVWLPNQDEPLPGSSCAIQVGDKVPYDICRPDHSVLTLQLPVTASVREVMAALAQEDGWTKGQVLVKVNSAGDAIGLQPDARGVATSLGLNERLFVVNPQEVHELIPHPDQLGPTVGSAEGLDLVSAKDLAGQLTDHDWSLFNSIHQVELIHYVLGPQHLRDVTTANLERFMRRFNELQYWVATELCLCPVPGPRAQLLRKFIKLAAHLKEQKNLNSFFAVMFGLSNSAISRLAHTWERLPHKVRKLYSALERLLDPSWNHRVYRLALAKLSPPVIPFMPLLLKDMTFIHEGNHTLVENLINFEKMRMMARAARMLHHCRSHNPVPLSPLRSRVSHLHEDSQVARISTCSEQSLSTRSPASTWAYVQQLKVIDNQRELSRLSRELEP
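Nucleotide exchange by EPAC1 (100 nM) on Rap1B–BODIPY-GDP (250 nM) in the presence of 50 uM GDP is tracked fluorescently at 480/540 nm over 30 min. Signals are normalized to a 6.5 mM cAMP control.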
PLK1 PBD inh: PLK1 (human) polo-box domain binding inhibition | 2.8% of 360,000 active | AID 720504 | Plk1 PBD binding of FITC phosphopeptide, fluorescence polarization | Potency, µM, inactives show max response, negative = inhibition, most hits filed as inhibitors; note: potency is the fitted concentration of half-maximal effect; series mostly up to about 57 µM; % is set by controls: 0 for no effect and ±100 for the full control effect; nearly all actives have a fitted effect of over 65% in size
PI5P4Ka inh: PI5P4K alpha (human) kinase inhibition; P48426; PI5P4Kalpha enzyme, ADP-Glo luminescence, 60 min; active compounds read low; max response, %; 1.2% of 330,000 active; AID 652105; active = max response of -50% or lower; inconclusive = between -30% and -50%; inactive = -30% or higher; note: value at the top dose of about 77 µM; % is set by controls: 0 for no effect and ±100 for the full control effect
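ADP-Glo luminescence end-point read after a 60 min room-temperature kinase reaction of PI5P4Kalpha plus substrate, initiated with ATP at 5 microM final. Buffer: 0.038 M HEPES pH 7.4, EGTA, 0.1% CHAPS, 5% DMSO.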
FUS yeast rescue: rescues growth of FUS-expressing yeast; S. cerevisiae FUS-expressing, growth rescue, OD600, 24 h; Potency, µM (doses to about 76.6 µM), without a hit: at the highest dose growth rescue (activation), most hits filed as activators; 0.24% of 390,000 active;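 note: potency is the fitted concentration of half-maximal effect; plate controls were DMSO vehicle for no effect and reference control for full effect; nearly all actives have a fitted effect of over 55% in size; some results filed as inactive show a strong effect at the top dose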
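Absorbance at 600 nm, taken 24hr after compound addition, measured rescue of FUS-yeast growth at 30C. Induction used 2% galactose with seeding at OD 0.005. Controls: CP55940 from 92uM final, DMSO only.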
EPAC1 antagonist: blocks human EPAC1 exchange factor; EPAC1 GEF assay, Rap1b-BODIPY-GDP exchange fluorescence; O95398; AID 720709; Potency, µM (titrated, usually from 115 µM), for the others: at the top dose activity change, negative = inhibition, hits mostly inhibitors; 0.14% of 360,000 active;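 note: potency is the fitted concentration of half-maximal effect; plate controls were vehicle for no effect and positive control for full effect; nearly all actives have a fitted effect of over 50% in size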
Abeta yeast res: restores growth of yeast expressing A-beta42 peptide; AID 1347071; Potency, µM (doses to about 46.1 µM), for inactives: at the highest dose growth rescue, most hits filed as activators; 0.063% of 410,000 active; yeast expressing A-beta42, growth rescue, OD600, 48 h; response scale: 0% DMSO, 100% iron-clioquinol control; note: potency is the fitted concentration of half-maximal effect; nearly all actives have a fitted effect of over 55% in size
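Yeast A-beta toxicity model in growth medium with pinned compounds, 48 h at 30 C; growth read as absorbance at 600 nm. Normalized to FeCl3/clioquinol equimolar mix (positive) and DMSO (negative).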
Active calls of the source: *; ? = inconclusive; . = no result given; & = joins results of further samples; [ ] = dose if it differs, or a comment. Unless noted, calls come from the whole dose curve; as a rule, active = well fitted curve in the direction sought with a large enough effect; inconclusive = small, poorly fitted or top-dose-only effect, or another doubt; inactive = no such curve, though single readings can be large; an effect the other way counts as inactive or inconclusive. Compounds as they come. About 4.1% of those tested had a hit in this group.

SMILES	WRN inhibitor	IL2 activator	EPAC1 agonist	PLK1 PBD inh	PI5P4Ka inh	FUS yeast rescue	EPAC1 antagonist	Abeta yeast res
CCCCC(=O)NC(c1cccc([N+](=O)[O-])c1)c1c(OC(C)=O)ccc2ccccc12 (stereo unspecified)	-6%	-0.5	16%	-1%	3	29%	-18%	7%
CCN(CC)C(=O)C1=C(C)N(CCCN2CCCC2=O)C(=O)C(CC(=O)NCCN2CCOCC2)C1 (stereo unspecified)	5%	0.7	-3%	-2%	0	-3%	2%	4%
CN(C(=O)c1ccc(NC(=O)Cc2ccc(NC(=O)C3CCCN(C(=O)C4CCCC4)C3)cc2)cc1)C1CCCC1 (stereo unspecified)	-10%	-0.3	10%	2%	-10	?	-11%	-8%
CCn1nc(NC(=O)c2ccccn2)c2cc3cc(C)ccc3nc21	-1%	-1.6	0%	24µM*	-10	7%	-8%	-2%
CCC(C)(C)NC(=O)C(c1cccn1C)N(C(=O)Cn1nnc2ccccc21)c1ccc(OC)cc1 (stereo unspecified)	2%	3.8	1%	-2%	3	5%	11%	1%
O=C(Cn1cccc1)NC1CCCCCC1	-10%	-1.2	-1%	-2%	.	35%	17%	-24%
O=C(/C=C/c1ccccc1)N1CCN(C(=O)c2ccco2)CC1	-3%	1.9	4%	-4%	.	8%	0%	-3%
Cc1ccc(OCC(=O)NCCCNC(=O)c2cccnc2)cc1C	7%	0.4	1%	-6%	-3	20%	-8%	-2%
Cc1ccc(C(=O)N/C(=C\c2cn(C)c3ccccc23)C(=O)N2CCOCC2)cc1	-2%	-0.8	8%	-14%	-2	18%	-16%	-11%
CC1=C(C(=O)OC(C)C)C(c2cccc(F)c2)n2ncnc2N1 (stereo unspecified)	-3%	-1.7	-18%	6%	-2	-13%	-8%	12%
COc1ccc(/C=C/C(=O)N2c3ccccc3Sc3ccc(C(F)(F)F)cc32)cc1	-4%	-2.4	-5%	-9%	22	4%	-7%	7%
CCCCCSc1nc2c(c(=O)[nH]c(=O)n2C)n1CCc1ccccc1	-2%	-1.9	-8%	-9%	-2	-20%	1%	-4%
CC1(C)CC(=O)C2=C(C1)N(Cc1ccccc1)C(=O)C2(O)C(F)(F)F (stereo unspecified)	2%	-0.5	-5%	-2%	0	24%	11%	3%
C[C@H]1CN([C@@H](C)CO)C(=O)c2cccc(NC(=O)c3cnccn3)c2O[C@@H]1CN(C)C(=O)Nc1ccc2c(c1)OCO2	10%	0.0	-6%	-9%	-1	-3%	-19%	-12%
Cc1c(NC(=O)c2cc(-c3ccc(Cl)c(Cl)c3)on2)c(=O)n(-c2ccccc2)n1C	0%	-4.2	17%	-17%	-5	-13%&-22%	-7%	0%&-5%
COc1ccc(C2=NN(C(=O)CSC3=NN4CCCC(=O)N=C4S3)C(c3cccc(OC)c3OC)C2)cc1 (stereo unspecified)	-3%	-3.0	10%	-12%	1	?	-16%	1%
Cc1ccc(C)c(CS(=O)(=O)c2cn(CC(=O)N3CCCCC3)c3ccccc23)c1	0%	2.0	-1%	3%	3	2%	0%	-1%
CCNC(=O)COc1ccc(S(=O)(=O)Nc2ccccc2)cc1	?	-1.8	0%	-2%	.	21%	15%	7%
CCCOc1ccccc1OCC(=O)Nc1ccc(S(=O)(=O)N2CCCCC2)cc1	-11%	-0.2	8%	-1%	-3	17%	-22%	25%
CCc1nc(SCc2cccnc2)c2c(=O)n(C)c(=O)n(C)c2n1	-10%	-3.0	-3%	-3%	3	-19%	11%	-7%

Eight entries already listed, ordered by heavy-atom count, descending:
SMILES	WRN inhibitor	IL2 activator	EPAC1 agonist	PLK1 PBD inh	PI5P4Ka inh	FUS yeast rescue	EPAC1 antagonist	Abeta yeast res
C[C@H]1CN([C@@H](C)CO)C(=O)c2cccc(NC(=O)c3cnccn3)c2O[C@@H]1CN(C)C(=O)Nc1ccc2c(c1)OCO2	10%	0.0	-6%	-9%	-1	-3%	-19%	-12%
COc1ccc(C2=NN(C(=O)CSC3=NN4CCCC(=O)N=C4S3)C(c3cccc(OC)c3OC)C2)cc1 (stereo unspecified)	-3%	-3.0	10%	-12%	1	?	-16%	1%
CCN(CC)C(=O)C1=C(C)N(CCCN2CCCC2=O)C(=O)C(CC(=O)NCCN2CCOCC2)C1 (stereo unspecified)	5%	0.7	-3%	-2%	0	-3%	2%	4%
CCCCC(=O)NC(c1cccc([N+](=O)[O-])c1)c1c(OC(C)=O)ccc2ccccc12 (stereo unspecified)	-6%	-0.5	16%	-1%	3	29%	-18%	7%
Cc1ccc(C(=O)N/C(=C\c2cn(C)c3ccccc23)C(=O)N2CCOCC2)cc1	-2%	-0.8	8%	-14%	-2	18%	-16%	-11%
CCCCCSc1nc2c(c(=O)[nH]c(=O)n2C)n1CCc1ccccc1	-2%	-1.9	-8%	-9%	-2	-20%	1%	-4%
CCn1nc(NC(=O)c2ccccn2)c2cc3cc(C)ccc3nc21	-1%	-1.6	0%	24µM*	-10	7%	-8%	-2%
O=C(/C=C/c1ccccc1)N1CCN(C(=O)c2ccco2)CC1	-3%	1.9	4%	-4%	.	8%	0%	-3%

Next section:
SMILES	WRN inhibitor	IL2 activator	EPAC1 agonist	PLK1 PBD inh	PI5P4Ka inh	FUS yeast rescue	EPAC1 antagonist	Abeta yeast res
O=c1[nH]c(=S)c2ncn(-c3ccccc3)c2[nH]1	0%	0.2	8%	27µM*	?	6%	13%	-14%
CC(C)N1CCN(Cc2cccn2-c2cccnc2)CC1CCO (stereo unspecified)	0%	-1.2	2%	-7%	-5	13%	-6%	-21%
COCCCNC(=S)N1CCN(C(=O)C(=O)Nc2ccc(C(=O)OC)cc2)CC1	5%	1.7	4%	-6%	1	-12%	-10%	2%
O=C(CSc1ccccc1)Nc1ccccc1C(=O)N1CCCC1	7%	0.5	4%	-2%	-4	-15%	6%	-10%
CCc1sc(N(C(=O)Cc2ccccc2)c2ccccc2)nc1-c1ccccc1	-7%	-0.1	6%	4%	2	19%	-8%	18%
Clc1ccc(-c2nsc(N3CCOCC3)n2)c(Cl)c1	-2%	-4.2	9%	-11%	-2	-7%	-18%	-7%
Cc1ccc(C(=O)N[C@H](C(=O)N2CCN(c3ccccc3F)CC2)C(C)C)cc1	-27%	-2.4	-3%	-6%	1	5%	-28%	-5%
CCOC(=O)N1CCN(S(=O)(=O)c2ccc(F)c(C(=O)Nc3ccc(C(C)C)cc3)c2)CC1	-14%	-3.0	-20%	1%	17	.	-4%	0%
CCOc1ccc(CN2CCNC(=O)C2CC(=O)NCc2cc(C)n(C)n2)cc1 (stereo unspecified)	-20%	-3.6	0%	2%	0	.	9%	-8%
O=C(CN1CCSC1=O)N1CCN(S(=O)(=O)c2ccc(Cl)cc2)CC1	-1%	-3.1	10%	-4%	4	.	-11%	-18%
CC(=O)c1cccc(-c2cnc3c(NC=O)cc(-c4ccccc4F)cn23)c1	-4%[57.1 µM]	-1.0	4%	-3%	-28	2%	?	7%
Cc1nc(S/C(=C/c2ccc(OCc3ccc(C(=O)O)cc3)cc2)C(=O)O)n[nH]1	?	-3.0	8%	-19%	?	38%	?	-9%
COc1ccc(CN2CCNC(=O)C2CC(=O)NCCc2c[nH]c3ccccc23)c(OC)c1 (stereo unspecified)	10%	-3.9	-3%	-7%	-10	0%	19%	-7%
CCOC(=O)c1c(NC(=O)Cn2nnc(-c3ccccc3Cl)n2)sc(C)c1C	-22%	0.6	16%	-4%	5	-31%	-19%	20%
COc1cc(NC2=CC(=O)CC(C)(C)C2)cc(OC)c1	-6%[57.1 µM]	-2.6	2%	-4%	.	9%	4%	-2%
Cn1c(=O)cc(NCCc2ccccc2)[nH]c1=O	-1%	-0.4	-3%	-7%	-26	3%	0%	5%
COc1cc(C(O)c2nc(-c3cnn(C)c3)cs2)ccc1F (stereo unspecified)	5%	-0.5	4%	-2%	1	-26%	0%	?
COc1ccc(-n2nc(N)c(C(N)=O)n2)cc1	-5%[57.1 µM]	-0.6	9%	19µM*	-16	-7%	-12%	-16%
Cc1cccc(NC(=S)Nc2ccccn2)c1C	2%	-0.4	-15%	-2%	-3	-2%	1%	3%
Cc1cc(NC(=O)Cn2nc(-c3cccs3)ccc2=O)cc(C)c1Br	-1%[57.1 µM]	-1.1	5%	-5%	-11	-13%	-16%	-13%

Overlap with the part before: two compounds, followed by the next part.
SMILES	WRN inhibitor	IL2 activator	EPAC1 agonist	PLK1 PBD inh	PI5P4Ka inh	FUS yeast rescue	EPAC1 antagonist	Abeta yeast res
Cc1cccc(NC(=S)Nc2ccccn2)c1C	2%	-0.4	-15%	-2%	-3	-2%	1%	3%
Cc1cc(NC(=O)Cn2nc(-c3cccs3)ccc2=O)cc(C)c1Br	-1%[57.1 µM]	-1.1	5%	-5%	-11	-13%	-16%	-13%
CCN(CC)S(=O)(=O)c1cccc(C(=O)NC(C(=O)Nc2nnc(C)s2)C(C)C)c1 (stereo unspecified)	-11%	1.3	9%	-18%	-6	8%	-2%	11%
CC1CC(C)CN(C(=O)CNC(=O)Cn2ccc3ccccc3c2=O)C1 (stereo unspecified)	-1%	0.1	7%	3%	2	10%	-7%	-9%
Cc1ccc(Cl)cc1N(Cc1ccc(C(=O)NCc2cccnc2)cc1)S(=O)(=O)c1ccccc1	-1%	-0.1	1%	-8%	13	.	-9%	17%
CCC12CN(C(=O)c3ccc(C)cc3)CC(CC)(CN(C(=O)c3ccc(C)cc3)C1)C2=O	-14%	0.4	11%	-1%	?	.	-1%	5%
Cn1c(=O)c2sccc2n2c(CCCC(=O)Nc3ccccc3)nnc12	-2%	0.1	-14%	6%	-4	-12%	-24%	-18%
CCOC(=O)N1CCC(N2CCN(S(=O)(=O)c3ccc(C)cc3)CC2)CC1	-21%	-0.9	-1%	-9%	0	-4%	2%	3%
CC1(c2nnc(-c3cccc(Cl)c3)o2)CC(c2ccc(F)cc2)=NO1 (stereo unspecified)	-6%	-0.4	-4%	-16%	7	8%	-16%	-12%
CC(C)/C=C/C(=O)N1CCC(N2CCC(C(=O)N3CCOCC3)CC2)CC1	-1%[57.1 µM]	-1.9	-1%	-1%	-1	16%	-12%	-4%
CCOC(=O)c1ccc(NC(=O)CSc2ccc(-c3cccnc3)nn2)cc1	-1%[57.1 µM]	0.5	-6%	-10%	2	31%	-23%	4%
O=C(NCCc1ccccc1Cl)C1CCC(=O)N(C2CCCCCC2)C1 (stereo unspecified)	-3%	-1.6	6%	-9%	5	30%	14%	8%
CC(C)n1nccc1N(Cc1ccc(C#N)cc1)S(=O)(=O)c1ccccc1	5%	-0.2	9%	-4%	4	-1%	9%	-12%

Assay outcomes as filed in PubChem.
